Assay outcomes: PubChem, Broad Institute
DENV2 CPE rescue = inhibitors of DENV2 cytopathic effect. CPE inhibition, % at 9.99 µM. DENV2-infected cells, cytopathic effect rescue, plate reader. AID 651640. hit rate 1.7% among 350,000; in the data active = CPE inhibition above about 20%, passing the limit was not always enough; inconclusive = no clear call, values can overlap the other calls; tested in BHK-21 cells;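 also: 0% = median of neutral control wells and 100% = median of positive control wells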
S100A4 MyoIIA = S100A4-myosin IIA interaction inhibition. inhibition, % at 10.7 µM. S100A4/TAMRA-MyoIIA peptide fluorescence polarization. AID 652163. hit rate 0.14% among 360,000;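 active = mean inhibition of at least 70% across replicates, with every replicate also reaching that level; inconclusive = mean inhibition reaches 70% but some replicates fall short; inactive = mean inhibition below 70%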
Target sequence (P26447 whole entry, looked up): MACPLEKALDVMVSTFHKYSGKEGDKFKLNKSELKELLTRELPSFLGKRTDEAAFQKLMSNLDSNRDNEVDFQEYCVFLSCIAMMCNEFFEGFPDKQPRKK
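Test system – S100A4 monomer (human) · Compound – single-point compound testing · Schedule – 5 min incubation before reading · Probe or stimulus – TAMRA-labelled myosin IIA heavy-chain peptide probe, 5 nM · Benchmarks – neutral control DMSO, positive control TFP · Medium – Calcium-containing HEPES buffer, pH 7.2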
PglD DTNB = blocks C. jejuni PglD acetyltransferase activity; purified PglD enzyme, DTNB colorimetric CoA detection; inhibition, % at 12.5 µM; hit rate 0.098% among 360,000; AID 602405; in the data active = inhibition above about 16%, passing the limit was not always enough; inconclusive = no clear call, values can overlap the other calls; also: strong numbers were not always called active
ERp5 inh = blocks human ERp5 reductase activity on insulin; Q15084; ERp5 insulin aggregation, absorbance 650 nm, 90 min; inhibition, % at 9.99 µM; hit rate 0.05% among 350,000; AID 651711;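 active = mean replicate inhibition above about 25%, with every replicate also reaching it, limit read from the data, passing the limit was not always enough; inconclusive = only one of those two criteria met; inactive = neither criterion met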
C2C12 statin = suppression of simvastatin myotoxicity. rescue of ATP level, % at 7.49 µM. C2C12 myotubes + simvastatin, ATP luminescence, 48 h; scaled: DMSO 0, geranylgeraniol control 100. hit rate 0.78% among 330,000. AID 602340;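 active = mean ATP rescue above about 67%, or every replicate alone reaching that limit, limit read from the data, passing the limit was not always enough; inconclusive = no clear call, values can overlap the other calls; inactive = mean under the limit and some replicate under it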;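 also: myotubes were challenged with 10 µM simvastatin during compound exposure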
E-sel inducer = E-selectin induction on HUVECs | hit rate 0.37% among 260,000 | HUVEC E-selectin immunofluorescence imaging; normalized: neutral wells 0, TNF-alpha wells 100 | activation, % at 7.58 µM | P16581;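 active = mean E-selectin-positive cell signal at least 10% of the positive control, reached in at least 60% of replicates, without over 20% cell loss; inconclusive = no rule given, readout overlaps actives, possibly toxicity-flagged; inactive = the rest, including those meeting only one limit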;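 also: in these data hits start at about 27%; measured in HUVEC primary endothelial cells; signal is the percent of cells scored E-selectin positive by PE staining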
Target sequence (P16581 whole entry, looked up): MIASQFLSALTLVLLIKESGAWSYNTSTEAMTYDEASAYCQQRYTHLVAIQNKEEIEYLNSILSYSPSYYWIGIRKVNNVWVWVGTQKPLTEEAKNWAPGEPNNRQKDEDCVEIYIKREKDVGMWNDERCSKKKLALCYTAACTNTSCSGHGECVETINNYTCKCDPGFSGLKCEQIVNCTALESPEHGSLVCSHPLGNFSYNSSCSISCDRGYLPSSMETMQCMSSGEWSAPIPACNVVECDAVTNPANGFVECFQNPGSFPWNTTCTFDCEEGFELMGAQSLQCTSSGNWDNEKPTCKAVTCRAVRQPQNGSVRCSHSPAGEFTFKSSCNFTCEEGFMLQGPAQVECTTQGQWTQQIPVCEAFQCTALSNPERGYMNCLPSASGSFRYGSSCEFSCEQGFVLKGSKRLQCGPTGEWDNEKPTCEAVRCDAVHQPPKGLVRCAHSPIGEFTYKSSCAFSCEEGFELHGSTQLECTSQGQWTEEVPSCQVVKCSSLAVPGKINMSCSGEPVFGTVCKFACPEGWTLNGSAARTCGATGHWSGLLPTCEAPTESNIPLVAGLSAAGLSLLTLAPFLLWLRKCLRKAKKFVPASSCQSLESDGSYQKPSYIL
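System: HUVEC, human umbilical vein endothelial cells; quantity: 3,000 cells/well; buffer or medium: EGM-2 medium, gelatin-coated wells; dosing: single-point compound dose; detection: immunofluorescence imaging; evaluation: % PE-positive cells; benchmarks: TNF-alpha, DMSO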
SIRT5 inh = inhibitors of human sirtuin-5 desuccinylase; Q9NXA8; Purified SirT5, succinyl-peptide AMC, trypsin-coupled fluorescence; inhibition, % at 15 µM; hit rate 1.1% among 330,000; in the data active = inhibition above about 15%; inconclusive = no clear call, values can overlap the other calls
Target sequence (Q9NXA8 whole entry, looked up): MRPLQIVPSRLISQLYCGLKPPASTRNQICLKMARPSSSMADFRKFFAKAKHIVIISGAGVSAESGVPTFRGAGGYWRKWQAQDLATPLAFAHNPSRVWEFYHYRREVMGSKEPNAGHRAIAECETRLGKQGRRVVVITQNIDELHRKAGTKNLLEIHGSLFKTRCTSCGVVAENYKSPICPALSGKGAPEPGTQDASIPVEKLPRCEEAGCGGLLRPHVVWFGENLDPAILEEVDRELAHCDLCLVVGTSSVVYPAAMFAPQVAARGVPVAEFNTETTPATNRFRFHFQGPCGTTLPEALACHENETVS
The depositor's hits bear a star; ? = inconclusive; . = not tested or not shown. An excerpt. The share of hits here may be higher or lower than overall.

Sequence of screens: DENV2 CPE rescue, S100A4 MyoIIA, PglD DTNB, ERp5 inh, C2C12 statin, E-sel inducer, SIRT5 inh
1) O=C(COc1ccc(F)cc1Br)NCCCN1CCCC1=O
 : 13, -2, -5, 0, -5, 0.1, -3
2) O=C(Oc1ccc[nH]c1=O)c1ccccc1
 : ., 3, -2, -14, -3, ., -1
3) O=C(C1CCC(CNS(=O)(=O)c2ccc(F)cc2)CC1)N1CCOCC1 (centres undefined)
 : -11, -5, 1, -3, 5, 0.2, 4
4) NS(=O)(=O)c1cccc(NC(=O)CSc2nnc(-c3ccncc3)n2C2CC2)c1
 : 10, 0, -2, -11, 4, 0.1, -4
5) COc1ccc(C#Cc2ccc([C@H]3[C@H]4CN(C(=O)NC(C)C)CC(=O)N4[C@H]3CO)cc2)cc1
 : -7, 17, ., -2, ., 0.5, 3
6) CCOP(=O)(Nc1cccc2oc(=O)c3ccccc3c12)OCC
 : -10, 5, -7, 0, 1, 0.2, .
7) OCc1nc2ccccc2n1Cc1ccc(Cl)cc1
 : -8, -13, 12, 2, -1, ., 4
8) COc1ccccc1OCC(=O)Nc1sc2c(c1C(N)=O)CCC2
 : 0, -5, 4, -13, -7, 0.1, 0
9) Cc1cc(OC(=O)c2c(Cl)cccc2Cl)nc(C)n1
 : ., 24, 5, -1, 4, ., -5
10) CN1CCN(S(=O)(=O)c2ccc(N(C)Cc3ccc(OC(F)F)cc3)c([N+](=O)[O-])c2)CC1
 : -5, 2, ., 7, -39, ., -3
11) O=C(c1ccc2c(=O)n3c(nc2c1)CCCCC3)N1CCN(c2ccc([N+](=O)[O-])cc2)CC1
 : -4, 5, -4, -3, 10, ., 3
12) COc1ccc(C#Cc2cnc3c(c2)C(=O)N([C@H](C)CO)C[C@@H](C)[C@@H](CN(C)CC2CCCC2)O3)cc1
 : ?, -2, 6, -4, 7, 0.9, 6
13) O=C(O)c1ccccc1-c1ccccc1C(=O)Nc1ccc(-c2nc3cc(Cl)ccc3o2)cc1
 : -3, -8, ., 1, ., 2.9, 2
14) Cc1ccc(C)c(N(CC(=O)NCC2CCCO2)C(=O)CCC(=O)Nc2nccs2)c1 (centres undefined)
 : 2, -7, -1, -3, 20, 0.4, -2
15) O=C1c2ccccc2C2(c3ccc(F)cc3)NCCN12 (centres undefined)
 : 1, -9, 1, 0, 7, ., 1

(list continues)
Sequence of screens: DENV2 CPE rescue, S100A4 MyoIIA, PglD DTNB, ERp5 inh, C2C12 statin, E-sel inducer, SIRT5 inh
16) Cc1occc1C(=O)NNC(=S)Nc1ccccc1
 : -4, 2, 1, -9, 3, ., -1
17) Nc1cc(N2CCOCC2)c(Cl)cc1[N+](=O)[O-]
 : 1, -1, ., 0, ., 1.8, 1
18) O=C(C[C@@H]1CC[C@H](NC(=O)c2ccccc2)[C@H](CO)O1)NCc1ccncn1
 : -8, 7, 5, -7, -4, -0.2, -5
19) COc1ccc(CN2CCC(n3nccc3NC(=O)C3CC3)CC2)c(OC)c1OC
 : -3, 2, 1, 2, 4, ., 1
20) Cc1ccc(C(=O)Nc2ncc(C)s2)s1
 : 8, -2, -1, -1, 21, 0.3, -1
21) CCOC(=O)N1CCN(C(=O)C(=O)Nc2ccc3nc4n(c(=O)c3c2)CCCCC4)CC1
 : 5, 1, 3, -5, 0, 0.0, 2
22) CC1(C(=O)Nc2cccc(NS(C)(=O)=O)c2)Cc2c(-c3cccc(C(N)=O)c3)ccnc2O1 (centres undefined)
 : 6, -1, 3, -6, 11, 1.6, 0
23) COc1cccc(-c2ccc([C@H]3[C@@H](CO)N4CCCCN(C(=O)c5ccc6c(c5)OCO6)C[C@@H]34)cc2)c1
 : -1, -1, 0, 1, ., -0.1, -3
24) COc1ccc(S(=O)(=O)N(C)C[C@H]2Oc3ccc(N(C)C)cc3CC(=O)N([C@@H](C)CO)C[C@H]2C)cc1
 : -8, 0, -10, -8, -70, -0.1, 0
25) COC(=O)c1ccc(NC(=O)CN2C(=O)c3ccccc3S2(=O)=O)cc1
 : -1, -4, 2, 0, -3, ., 1
26) C[C@@H]1CN([C@H](C)CO)C(=O)c2cc(Br)cnc2O[C@H]1CN(C)Cc1ccccn1
 : 10, -5, 5, 1, -6, -0.1, 2
27) Cc1c(C(=O)N/N=C/c2cccnc2)nnn1-c1nonc1N
 : -4, 0, 3, 1, -33, -0.1, 2
28) COc1ccccc1NC(=O)CSc1nnc(-c2ccoc2C)n1C
 : ?, 1, -3, 3, -11, ., 0
29) O=C(CP(=O)(c1ccccc1)c1ccccc1)N1CCOCC1
 : 3, -1, ., -8, ., ., 0
30) CCOC(=O)COn1c(=O)c(-c2ccc(C)cc2)[n+]([O-])c2ccccc21
 : 11, -10, -3, -2, 5, ., -4

Down the list, from the results shown:
Nos. 15–24 in PglD DTNB, in turn: 1, 1, ., 5, 1, -1, 3, 3, 0, -10
Nos. 15–24 in C2C12 statin, in turn: 7, 3, ., -4, 4, 21, 0, 11, ., -70
Nos. 15–24 in ERp5 inh, in turn: 0, -9, 0, -7, 2, -1, -5, -6, 1, -8

Some of the entries above in another layout.
28. COc1ccccc1NC(=O)CSc1nnc(-c2ccoc2C)n1C
22. CC1(C(=O)Nc2cccc(NS(C)(=O)=O)c2)Cc2c(-c3cccc(C(N)=O)c3)ccnc2O1 (centres undefined)
27. Cc1c(C(=O)N/N=C/c2cccnc2)nnn1-c1nonc1N
Assay by compound	28	22	27
DENV2 CPE rescue	?	6	-4
S100A4 MyoIIA	1	-1	0
PglD DTNB	-3	3	3
ERp5 inh	3	-6	1
C2C12 statin	-11	11	-33
E-sel inducer	.	1.6	-0.1
SIRT5 inh	0	0	2

Quoted at random: 4 entries already listed, in no set order.
Sequence of screens: DENV2 CPE rescue, S100A4 MyoIIA, PglD DTNB, ERp5 inh, C2C12 statin, E-sel inducer, SIRT5 inh
21) CCOC(=O)N1CCN(C(=O)C(=O)Nc2ccc3nc4n(c(=O)c3c2)CCCCC4)CC1
 : 5, 1, 3, -5, 0, 0.0, 2
29) O=C(CP(=O)(c1ccccc1)c1ccccc1)N1CCOCC1
 : 3, -1, ., -8, ., ., 0
20) Cc1ccc(C(=O)Nc2ncc(C)s2)s1
 : 8, -2, -1, -1, 21, 0.3, -1
22) CC1(C(=O)Nc2cccc(NS(C)(=O)=O)c2)Cc2c(-c3cccc(C(N)=O)c3)ccnc2O1 (centres undefined)
 : 6, -1, 3, -6, 11, 1.6, 0

Going on with the list.
Sequence of screens: DENV2 CPE rescue, S100A4 MyoIIA, PglD DTNB, ERp5 inh, C2C12 statin, E-sel inducer, SIRT5 inh
31) O=C(NNC(=O)c1cccc2ccccc12)c1cccc(Cl)c1
 : 11, -2, 3, -8, -14, -0.1, -2
32) CC(C)NC(=O)N(C)C[C@H]1OCCCC[C@H](C)Oc2ccc(NS(=O)(=O)c3ccc(F)cc3)cc2C(=O)N([C@@H](C)CO)C[C@@H]1C
 : 4, -2, -1, 4, ., -0.1, -4
33) O=C(O)CCN1C(=O)/C(=C\c2ccc(OCc3ccccc3)c(OCc3ccccc3)c2)SC1=S
 : -2, -3, -3, 0, 52, -0.4, -1
34) NC(=O)CC(NC(=O)c1ccccc1)c1ccc(NCCCN2CCCC2=O)c([N+](=O)[O-])c1 (centres undefined)
 : -1, -1, -2, 1, -2, 0.9, -2
35) O=C(c1ccccc1)N1[C@H](CO)[C@H](c2ccccc2)C12CN(Cc1nccs1)C2
 : -14, -13, ., 4, ., 0.2, 4
36) C=CCOc1c2ccc(C(=O)NCc3ccc(C)cc3)cc2nn1C
 : -4, -3, 2, 4, -1, 0.8, 3
37) CN(Cc1ccc(OC(F)F)cc1)C(=O)/C=C/c1ccc(S(=O)(=O)N2CCOCC2)cc1
 : -1, -2, 3, 6, 5, ., -3
38) CC(=O)N(CCN(C)C)c1nc2cc3c(cc2s1)OCCO3
 : ?, -2, 2, 0, 16, ., -4
39) O=C(Nc1cccc(F)c1)N1CC(=O)N2[C@@H](CO)[C@@H](c3ccc(C#CC4CC4)cc3)[C@@H]2C1
 : -4, -8, ., 21, ., 0.4, -5
40) Cc1ccccc1-c1csc(C(O)c2ccc(F)cc2)n1 (centres undefined)
 : -1, -2, 4, -5, 6, 0.0, .
41) COc1cc(OC)c(C2CC(=O)N3CN(C)CSC3=C2C#N)cc1OC (centres undefined)
 : -5, 9, 1, 4, -7, ., 0
42) O=C(c1cc(S(=O)(=O)N2CCOCC2)ccc1Cl)N1CCN(c2ccccn2)CC1
 : 2, 1, ., 1, 3, 0.0, -1
43) COc1ccccc1N(C)S(=O)(=O)c1ccc(C(=O)Nc2nc(C)cs2)cc1
 : -1, 1, ., 1, ., ., 0
44) CCC1(CC)C(=O)NC(=O)NC1=S
 : -2, 0, 1, 7, -1, -0.2, 0
45) Cc1ccccc1OCCCc1c(C)n[nH]c1C
 : 5, -3, ., 4, ., ., 0

(continued)
Sequence of screens: DENV2 CPE rescue, S100A4 MyoIIA, PglD DTNB, ERp5 inh, C2C12 statin, E-sel inducer, SIRT5 inh
46) CCOc1ccc(NS(=O)(=O)c2c(C)nc3sc(CC)nn3c2=O)cc1
 : 17, -11, 1, 9, 6, -1.0, 0
47) COc1ccc(CCN(C)C(=O)c2cc(S(=O)(=O)N3CCCCCC3)ccc2OC)cc1OC
 : -1, -1, 0, 2, 16, 0.0, -1
48) CCC(Sc1nc(=O)cc(N)n1CCc1ccccc1)C(=O)Nc1cc(C)on1 (centres undefined)
 : -7, -3, 5, -2, -1, ., 1
49) O=c1[nH]nc(Sc2ccccc2)c(=S)[nH]1
 : -3, 0, 4, -1, ., -0.3, -5
50) COc1ccccc1NC(=O)Nc1ccc2c(c1)C(=O)N(C)C[C@H](OC)[C@H](C)CN[C@H](C)CO2
 : -1, -4, 0, 3, -16, 0.1, -1
51) C[C@H]1CN([C@@H](C)CO)C(=O)c2cc(C#CCC3CCCC3)cnc2O[C@H]1CN(C)C(=O)c1cnccn1
 : 10, -23, -2, -10, -4, 1.1, 24*
52) COc1cccc(NC(=O)CN2CCc3ccccc3C2)c1
 : 0, 2, 5, 0, 1, 0.0, 2
53) Cc1ccc(Cl)c(OCC(=O)N(C)CC(=O)Nc2ccc(N3CCOCC3)cc2)c1
 : 11, -8, 4, -6, ., ., 0
54) CCNC(=O)C[C@@H]1CC[C@@H]2[C@H](COC[C@H](O)CN2Cc2ccncc2)O1
 : 1, ., -2, ., -20, -0.1, .
55) CC(C)NC(=O)C1CC(=O)N(CCc2ccc(F)cc2)C1 (centres undefined)
 : 7, 1, -1, 0, 1, 0.3, -3
56) CCSc1nnc(NC(=O)CSc2nc(CC)nc3c2c(=O)n(C)c(=O)n3C)s1
 : 0, 5, 5, 7, 2, 4.4, -2
57) C=CCN(c1ccccc1)S(=O)(=O)c1cccc(C(=O)OCC(=O)NC2CC2)c1
 : -4, -3, 3, -8, 6, ., -3
58) CC(=O)N1[C@H](CO)[C@@H]2c3ccccc3N(S(=O)(=O)c3ccc(F)cc3)C[C@@H]21
 : -8, ., -2, 0, 8, -0.5, -1
59) COc1cccc(-c2cnc3c(NC=O)cc(-c4ccccc4)cn23)c1
 : -5, -4, -2, 7, -39, 0.6, -5
60) COCCNS(=O)(=O)c1cc(OC)ccc1OC
 : ., -1, ., 3, ., ., -3
61) Oc1cccc(C2c3[nH]c4ccccc4c3CCN2Cc2ccoc2)c1 (centres undefined)
 : 2, -5, ., 3, ., 10, -7
